Source: PubChem
TEAD-YAP block: TEAD-YAP interaction inhibition; HEK-TIYL cells, TEAD-Gal4/YAP UAS-luciferase luminescence; 640,000 compounds, 1.4% hits; inhibition, % at 9.12 µM; in the data active = inhibition above about 32%;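 note: 0% = median of test compound wells and 100% = reference inhibitor wells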
FBW7 activator: activators of human E3 ligase FBW7; AlphaScreen FBW7–phospho-cyclin E peptide binding, activator screen; normalized activity (activation), % at 26.1 µM; 650,000 compounds, 0.13% hits; in the data active = normalized activity above about 1.9%;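 note: purified mutant Fbw7 with reduced substrate affinity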
MITF primary: blocks human microphthalmia-associated transcription factor; O75030; AlphaScreen MITF homodimerization, bead proximity signal; inhibition, % at 2.6 µM; 650,000 compounds, 0.91% hits; in the data active = inhibition above about 50%;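 note: 0% = vehicle wells with protein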
Target sequence (O75030 whole entry, looked up): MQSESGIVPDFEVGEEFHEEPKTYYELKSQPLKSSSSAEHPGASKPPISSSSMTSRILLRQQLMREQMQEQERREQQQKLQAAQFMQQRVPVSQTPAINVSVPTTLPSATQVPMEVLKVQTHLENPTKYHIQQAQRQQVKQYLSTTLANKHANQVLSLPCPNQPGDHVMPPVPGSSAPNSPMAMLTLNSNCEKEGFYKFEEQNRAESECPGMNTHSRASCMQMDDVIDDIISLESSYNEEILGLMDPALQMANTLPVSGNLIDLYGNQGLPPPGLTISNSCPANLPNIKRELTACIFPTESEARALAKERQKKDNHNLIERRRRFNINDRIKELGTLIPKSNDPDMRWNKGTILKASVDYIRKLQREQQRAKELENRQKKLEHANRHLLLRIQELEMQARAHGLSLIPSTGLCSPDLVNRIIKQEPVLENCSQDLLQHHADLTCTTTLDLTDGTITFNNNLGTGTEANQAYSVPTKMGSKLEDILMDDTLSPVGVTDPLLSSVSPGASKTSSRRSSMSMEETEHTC
GPR151 ag: human GPR151 activation | PathHunter beta-arrestin GPR151 cells, luminescence | 650,000 compounds, 1% hits | Q8TDV0 | activation, % at 11.2 µM; in the data active = activation above about 4.9%;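 note: 0% = median of compound wells and 100% = cells with positive control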
Target sequence (Q8TDV0 whole entry, looked up): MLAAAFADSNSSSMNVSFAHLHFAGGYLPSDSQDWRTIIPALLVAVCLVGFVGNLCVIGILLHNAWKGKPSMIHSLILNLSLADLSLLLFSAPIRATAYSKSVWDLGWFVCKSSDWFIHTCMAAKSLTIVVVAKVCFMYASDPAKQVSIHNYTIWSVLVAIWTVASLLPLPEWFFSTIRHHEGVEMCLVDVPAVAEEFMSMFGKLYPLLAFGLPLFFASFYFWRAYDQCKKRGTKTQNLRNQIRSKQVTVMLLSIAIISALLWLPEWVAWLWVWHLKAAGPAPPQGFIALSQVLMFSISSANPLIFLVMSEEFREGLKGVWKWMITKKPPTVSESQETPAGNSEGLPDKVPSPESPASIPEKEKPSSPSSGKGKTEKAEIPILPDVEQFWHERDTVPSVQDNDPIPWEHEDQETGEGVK
The depositor's hits bear a star.

Every second line gives: TEAD-YAP block | FBW7 activator | MITF primary | GPR151 ag
1) O=C1c2cccc3cccc(c23)N1CN1CCN(c2ccccn2)CC1
→ -9.6 | -0.1 | 3.3 | -0.5
2) Cn1c(=O)c2c(nc(SCC(=O)Nc3ccc(OC(F)(F)F)cc3)n2Cc2ccccc2F)n(C)c1=O
→ -2.9 | 0.0 | 8.6 | 0.4
3) CCC(C)N(CCNC(=O)CCC(=O)N1CCOc2ccccc21)C1CCCCC1 (stereo unspecified)
→ -7.0 | -0.3 | 0.7 | -0.7
4) Cc1ccc(OCC(O)CN2CCCCC2)c(C)c1 (stereo unspecified)
→ -6.3 | -0.1 | 3.3 | -0.2
5) CCn1cc(-c2n[nH]c(=S)n2C)c2ccccc21
→ -33.2 | -0.3 | 5.2 | 1.0
6) CNC(=O)[C@@H]1C[C@H](NCc2ccncc2)CN1Cc1cccc2ccccc12
→ 5.7 | 0.2 | 10.0 | -0.5
7) Cc1ccc(C(=O)Nc2ccccc2I)o1
→ -39.7 | -0.1 | 4.3 | -0.8
8) CCOc1ccc(NS(=O)(=O)c2ccc3c(c2)CCN3C(=O)CCC(=O)O)cc1
→ -2.3 | -0.2 | 2.9 | -0.1
9) CN1CC(=O)N2CCN(Cc3cnn(-c4cccc(F)c4)c3)C[C@@H]2C1=O
→ -13.8 | -0.3 | -3.8 | -0.1
10) N#Cc1ccc(NC(=O)CN2C(=O)NC(c3ccccc3)(c3ccccc3)C2=O)cc1
→ -6.3 | 0.0 | -3.9 | -0.1
11) COc1ccc(CNC(=O)/C(C#N)=C\c2ccc(O)cc2)cc1
→ 0.4 | 0.0 | -0.2 | 3.3
12) Cc1cc(Nc2ccc(Br)cc2)nc(-c2ccccc2O)n1
→ -7.3 | 0.1 | 12.7 | -0.6
13) Cc1cccnc1C(NC(=O)C1CCN(C(=O)c2ccco2)CC1)c1ccc(F)cc1 (stereo unspecified)
→ -3.3 | -0.5 | -13.6 | 0.0
14) CCOC(=O)c1ccc(NC(=O)C(C)N(c2ccc(OCC)cc2)S(C)(=O)=O)cc1 (stereo unspecified)
→ 0.8 | 0.3 | -1.1 | 0.4
15) COc1cc(/C=C/c2nc3ccc([N+](=O)[O-])cc3s2)ccc1OCC#N
→ -4.7 | 0.1 | -0.9 | 0.7
16) COc1ccc(N(C(=O)c2cccc([N+](=O)[O-])c2)C(C)C2CC2)cc1 (stereo unspecified)
→ -8.8 | -0.3 | 0.7 | -0.5
17) COc1cc(-c2nnc(C(=O)CSc3nncn3C)o2)cc(OC)c1OC
→ -8.1 | -0.1 | 4.8 | -0.2
18) Cc1nn(-c2ccc(F)cc2)c(Cl)c1/C=C/C(=O)N1CCNC(=O)C1
→ -5.1 | -0.4 | 10.7 | 2.2
19) COc1ccc(C(=O)Nc2ccccc2C(=O)NC(C(=O)Nc2cccc3ccccc23)C(C)C)cc1 (stereo unspecified)
→ -2.2 | 0.4 | 15.2 | 0.4
20) O=C(COc1ccc2ccc(=O)oc2c1)OCc1ccccc1
→ 8.6 | 0.0 | -1.5 | 1.2
21) COc1cccc(C(=O)N(C)CC(=O)Nc2ccc(F)c(F)c2F)c1
→ -1.2 | -0.1 | -1.9 | 0.4
22) CCOC(=O)c1c(-c2ccc(F)cc2)csc1NC(=O)c1ccncc1
→ 1.1 | 0.2 | 1.8 | 1.9
23) CC1CCc2c(sc(NC(=O)/C=C/c3ccccc3Cl)c2C(N)=O)C1 (stereo unspecified)
→ 2.5 | -0.1 | -11.7 | -0.9
24) CCOC(=O)/C(C#N)=C1/C=CN(C)C(C)=N1
→ 3.1 | 0.0 | 6.1 | 0.1
25) O=C(NCCN1CCOCC1)c1cc(-c2ccccc2)nc2ccccc12
→ 9.0 | -0.1 | 0.4 | -0.1
26) CCOC(=O)N1CCN(C(=S)NCc2ccco2)CC1
→ 7.1 | 0.0 | 15.9 | 1.8
27) COC(=O)C(CCSC)NC(=O)c1ccccc1F (stereo unspecified)
→ -1.4 | 0.6 | 11.1 | 6.9*
28) Cc1ccc2[nH]c(-c3ccccc3)c(CN3CCOCC3)c(=O)c2c1
→ -1.8 | 0.0 | 6.0 | 3.4
29) COC(=O)c1c(C)nsc1NC(=O)Oc1ccccc1
→ 5.0 | -0.1 | 0.5 | 0.3
30) CCOc1cc(C(=S)N2CCCC2)ccc1OCc1ccc(F)cc1
→ -4.6 | -0.4 | 11.4 | 1.1
31) CCN1C(=S)NC2CC1(C)Oc1ccc(Cl)cc12 (stereo unspecified)
→ 3.8 | 0.4 | 19.6 | -1.4
32) CC(Sc1nncn1C)C(=O)NCCC1=CCCCC1 (stereo unspecified)
→ 0.7 | 0.0 | 7.3 | -0.3
33) Cc1cnc(-c2ccc(C(=O)NC3CC3)cc2)nc1Nc1ccc(Oc2ccccc2)cc1
→ 5.5 | 0.3 | 18.6 | 0.8
34) CCn1c(=O)c2sccc2n2c(CCCC(=O)NC3CCCCCC3)nnc12
→ 4.2 | 0.0 | -1.4 | 2.4
35) C/C(=N\NC(N)=S)c1cc([N+](=O)[O-])c(-c2ccc([N+](=O)[O-])s2)s1
→ 15.4 | 0.1 | 11.5 | 0.5
36) Cc1ccc(Sc2cc(C(=O)NCCc3ccc(Cl)cc3)c3ccccc3n2)cc1
→ -2.5 | 0.4 | 12.9 | -1.2
37) Cc1cc(C)cc(N/C(N)=N/c2nc(C)cc(C)n2)c1
→ 24.6 | -0.1 | 1.8 | -0.2
38) COc1ccc(/C=C(/NC(=O)c2ccc(Br)o2)C(=O)Nc2ccc(C(=O)O)cc2)cc1
→ -4.2 | 0.3 | 4.2 | -0.3
39) CSc1ccc(C2SCC(=O)N2c2ccc(C)c(F)c2)cc1 (stereo unspecified)
→ -0.2 | 0.1 | -1.6 | 0.6
40) CCCCn1c(N)c(-c2nc3ccccc3s2)c2c([N+](=O)[O-])nn(CC)c(=O)c21
→ -7.2 | -0.1 | 2.1 | 1.2
41) COc1ccc(OC(C)C(=O)Nc2cc(C)ccc2C)cc1 (stereo unspecified)
→ 9.3 | -0.1 | -3.2 | 5.0*
42) CC(/C=C/c1ccco1)=N\NC(=O)c1cc(C)[nH]n1
→ -17.5 | -0.1 | -3.7 | -1.4
43) COC(=O)c1ccc(NC(=O)CSc2nnc(-c3ccc([N+](=O)[O-])cc3)n2C)cc1
→ 7.2 | -0.2 | 0.5 | 1.7
44) CC(C)C(=O)Nc1nnc(SCc2cccc(F)c2)s1
→ -4.9 | 0.0 | -18.4 | -0.2
45) Cc1ccc(-c2nc3ccccc3o2)cc1NC(=O)CN1C(=O)c2ccccc2C1=O
→ -11.7 | -0.1 | -0.1 | 0.0
46) CC(C)NC(=O)CC(=O)N/N=C/c1ccc([N+](=O)[O-])cc1
→ 0.9 | 0.3 | 11.6 | -1.1
47) O=C(c1ncoc1-c1cccs1)N1CCN(c2ccc(C(F)(F)F)cn2)CC1
→ -15.1 | 0.0 | -6.5 | 0.1
48) C=CCOCCN1C(=O)C2C3c4ccccc4C([N+](=O)[O-])(c4ccccc43)C2C1=O (stereo unspecified)
→ 4.1 | 0.0 | 0.8 | 1.3
49) CC(=O)n1cc(/C=C2\N=C(c3ccccc3)OC2=O)c2ccccc21
→ 1.2 | 0.0 | -1.7 | -0.1
50) Cc1cc(C)nc(SCc2cc(=O)c(OC(=O)c3cccc(Br)c3)co2)n1
→ 2.8 | -0.2 | -1.4 | -0.2

(list continues)
Every second line gives: TEAD-YAP block | FBW7 activator | MITF primary | GPR151 ag
51) O=C1NC(c2cccc(F)c2)=N/C1=C/c1ccccc1
→ -1.7 | 1.5 | 13.2 | -1.6
52) CN(C)S(=O)(=O)c1ccc(NC=O)cc1
→ 0.4 | -0.1 | -7.9 | 1.1
53) O=C(NC1(C(F)(F)F)NC(=O)N(CCc2ccccc2)C1=O)c1ccccc1 (stereo unspecified)
→ 4.7 | -0.1 | -3.2 | 0.2
54) Cc1cc(C)n(CCNC(=O)CC2C(=O)NCCN2Cc2ccccc2C(F)(F)F)n1 (stereo unspecified)
→ 0.8 | -0.1 | -3.8 | 0.1
55) O=C(CCOc1ccccc1)OCc1csc(-c2ccccc2)n1
→ -18.8 | -0.1 | -8.5 | -1.3
56) O=S(=O)(c1ccc2[nH]c3nc(SCc4ccccc4Cl)nnc3c2c1)N1CCOCC1
→ -12.3 | 0.0 | 3.7 | -0.3
57) COc1ccc(CC(=O)Nc2ccc(C)cc2C)cc1
→ 2.5 | 0.8 | 16.0 | -0.3
58) O=C1c2ccccc2-c2nc3cc(Cl)c(Cl)cc3nc21
→ -3.7 | -0.2 | -6.8 | 0.6
59) O=C1CSc2ccc(C(=O)NCCc3ccccc3Cl)cc2N1
→ -22.9 | 0.0 | 6.9 | 3.1
60) COc1ccc2c(c1)C(c1ccc(C)o1)=NNC(c1cccnc1)=N2
→ -5.6 | 0.0 | 4.5 | -0.2
61) CCC(C)NC(=O)c1ccc(C(=O)NC(C)CC)nc1 (stereo unspecified)
→ -8.4 | -0.1 | -4.0 | -1.7
62) O=[N+]([O-])c1cc2c(c(COc3nc4ccccc4nc3N3CCOCC3)c1)OCOC2
→ -2.4 | 0.0 | 6.3 | -1.7
63) CCOC(=O)c1oc2ccccc2c1NC(=O)CCc1ccccc1
→ 1.1 | -0.1 | -6.5 | 1.5
64) O=C(Cc1ccc(F)cc1)Nc1cc2c3c(c1)CC(=O)N3CCC2
→ 9.5 | 0.3 | 8.1 | 1.0
65) Cn1c(=O)c2c(SCC(=O)N3CCCc4ccccc43)nc(-c3ccccc3)nc2n(C)c1=O
→ 4.6 | 0.0 | -11.7 | -0.1
66) CC(C)CN1CCN2C(=O)[C@H](Cc3ccc(Cl)cc3)NC(=O)[C@H]2C1
→ 9.6 | -0.1 | 0.8 | 1.9
67) CC1(C)CC(=O)C2=C(C1)N(Cc1ccco1)C(=O)C2(NC(=O)c1cccnc1)C(F)(F)F (stereo unspecified)
→ -2.4 | 0.5 | -7.6 | -1.2
68) C=CCOC(=O)C1=C(C)NC(=O)NC1c1cc2c(cc1Br)OCO2 (stereo unspecified)
→ 7.9 | -0.1 | 0.2 | -1.9
69) N#CC(C#N)=C(C#N)c1cc2c([nH]1)CCCC2
→ -11.6 | -0.6 | -0.7 | 1.2
70) COc1cc(CN2CCN(c3ccccc3C)CC2)c([N+](=O)[O-])cc1OC
→ -1.6 | 0.0 | 19.1 | -1.1
71) COC(=O)c1cc(C(=O)OCC(=O)Nc2ccc3c(c2)OCO3)cc([N+](=O)[O-])c1
→ 6.3 | 0.5 | 15.3 | -1.4
72) CCOC(=O)COc1nc(SC)nc2sc3c(c12)CC(C)(C)OC3
→ 10.2 | 0.6 | 5.1 | -0.1
73) O=C(O)c1ccc(NC(=O)c2cccc([N+](=O)[O-])c2)cc1
→ 2.8 | -0.1 | -0.3 | -5.8
74) CCOC(=O)c1ccc(NC(=O)COc2c(Br)cc(C=O)cc2OC)cc1
→ -2.4 | 0.2 | 9.3 | 1.6
75) O=C(NCc1ccc(F)cc1)c1ccc(N2CC3CC(C2)c2cccc(=O)n2C3)c(NS(=O)(=O)c2ccc(Cl)cc2)c1 (stereo unspecified)
→ -0.9 | -0.1 | 12.8 | -0.1
76) O=C(c1ccc([N+](=O)[O-])cc1)N1CCC(n2nnc3cc(F)ccc32)CC1
→ 6.3 | 0.5 | 15.4 | -0.5
77) CCCc1cc(=O)[nH]c(Nc2ccc(OC)cc2OC)n1
→ 3.9 | 0.1 | -15.3 | -2.2
78) Cc1cc(N2CCOCC2)nc2ccc(NC(=S)NCCN3CCOCC3)cc12
→ -1.9 | 0.6 | 5.6 | -0.5
79) Cc1cc([N+](=O)[O-])ccc1NC(=O)C(c1ccccc1)c1ccccc1
→ 5.8 | 0.0 | -0.4 | -0.4
80) Cc1cc(N)nc(SC(C)CN(C)C)n1 (stereo unspecified)
→ 11.3 | 0.6 | 49.8 | -0.8
81) CCOC(=O)/C(C#N)=C/c1cn(CC(=O)Nc2ccc(F)cc2)c2ccccc12
→ 12.4 | 0.5 | 10.8 | -0.7
82) O=C1OC/C(=C(/O)c2ccc(Cl)cc2)C1=O
→ -3.2 | -0.1 | 33.3 | -0.6
83) N#Cc1ccc(C(=O)OCc2ccc([N+](=O)[O-])cc2)cc1
→ 7.9 | 0.2 | -6.3 | 2.5
84) Cc1cccc(CNC(=O)C2CC23CCN(C(=O)C(C)Oc2ccccc2)CC3)n1 (stereo unspecified)
→ -21.6 | -0.4 | -1.1 | 1.6
85) Cc1ccc(Cl)cc1NC(=O)c1ccncc1
→ -1.4 | 0.1 | -2.8 | 2.4
